High-throughput results (PubChem)
EPAC2 antag: blocks human EPAC2 exchange factor; Q8WZA2; EPAC2 GEF exchange of Rap1B-BODIPY-GDP, fluorescence; Potency, µM (highest dose often 114 µM), without a hit: top-dose activity, negative = inhibition, usual class: inhibitors; 360,000 compounds, 0.18% hits; further: potency means the concentration at half of the fitted maximal effect; on the % scale 0 is the no-effect control and ±100 the full control effect; nearly all actives have a fitted effect of over 45% in size; many of its hits are not listed in these tables
aSyn yeast inh: alpha-synuclein toxicity inhibition in yeast | Yeast expressing alpha-synuclein, growth rescue, BacTiter-Glo, 24 h | AID 652106 | 370,000 compounds, 0.14% hits | Potency, µM (series often up to 46.1 µM), for the others: at the top dose growth rescue (activation), usual class: activators; further: potency means the concentration at half of the fitted maximal effect; % of control where 0% means no effect; nearly all actives have a fitted effect of over 65% in size
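Galactose-induced alpha-syn yeast (OD600=0.02, raffinose-pregrown) + pinned cpd, 24 hr, 30 deg C; growth by BacTiter-Glo luminescence. Growth restoration scores as activation.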
D3 ag: activates the human D3 dopamine receptor; max activation, %; P35462; AID 652048; 410,000 compounds, 0.58% hits; D3R DiscoveRx beta-arrestin cells, luminescence, 90 min; in the data active means max activation above about 30%; further: 0% is about no effect; mostly tested at two doses, the higher about 12 µM
Target sequence (P35462 whole entry, looked up): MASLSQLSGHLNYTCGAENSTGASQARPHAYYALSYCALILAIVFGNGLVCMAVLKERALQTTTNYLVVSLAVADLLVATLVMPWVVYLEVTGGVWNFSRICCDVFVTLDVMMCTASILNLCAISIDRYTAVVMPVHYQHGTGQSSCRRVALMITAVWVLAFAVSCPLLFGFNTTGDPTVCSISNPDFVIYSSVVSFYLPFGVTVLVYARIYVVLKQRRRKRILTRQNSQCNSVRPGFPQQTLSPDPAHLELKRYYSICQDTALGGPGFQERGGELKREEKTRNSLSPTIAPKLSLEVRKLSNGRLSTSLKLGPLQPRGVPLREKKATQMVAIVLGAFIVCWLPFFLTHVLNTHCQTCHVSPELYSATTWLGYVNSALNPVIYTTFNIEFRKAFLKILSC
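Agonist-mode cell screen: cells plated at 1500/well and incubated overnight at 37 °C, then exposed to library compounds for 90 min at 37 °C. Detection reagent was added for 30–60 min at room temperature, and luminescence was read.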
TDP-43 yeast inh: inhibitors of TDP-43 toxicity in yeast; AID 652104; TDP-43 expressing yeast growth rescue, BacTiter-Glo, 24 h; Potency, µM (titrated, usually from 46.1 µM), for the others: top-dose growth rescue (activation), hits mostly activators; 410,000 compounds, 1.8% hits; further: potency means the concentration at half of the fitted maximal effect; % of control where 0% means no effect; nearly all actives have a fitted effect of over 50% in size
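Readout is BacTiter-Glo luminescence of cell growth, so inhibitors register as activators. TDP-43-expressing yeast at OD600=0.02 in galactose medium, after raffinose pregrowth to mid-log, were incubated with compound for 24 hr at 30 deg C.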
DRD3 antagonist: blocks the human D3 dopamine receptor; P35462; D3R cells, DiscoveRx beta-arrestin luminescence, antagonist mode; stronger effect = lower value; max response, negative = inhibition, %; 360,000 compounds, 2.5% hits; in the data active means max response below about -50%; inconclusive means no clear call, values can overlap the other calls; further: on the % scale 0 is the no-effect control and ±100 the full control effect; mostly tested at two doses, the higher about 12 µM
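Cells plated overnight at 1500 cells/well, then exposed to library compounds with dopamine controls for 90 minutes at 37 degrees C. DiscoveRx reagent added for 30–60 minutes at room temperature; luminescence read, quantitative HTS format.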
FUS yeast rescue: rescues growth of FUS-expressing yeast. AID 1347120. Potency, µM (titrated, usually from 76.6 µM), inactives show top-dose growth rescue (activation), most hits filed as activators. S. cerevisiae FUS-expressing, growth rescue, OD600, 24 h. 390,000 compounds, 0.24% hits;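 further: potency means the concentration at half of the fitted maximal effect; plate controls were DMSO vehicle for no effect and reference control for full effect; nearly all actives have a fitted effect of over 55% in size; some results filed as inactive show a strong effect at the top dose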
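Restored growth of FUS-toxic S. cerevisiae, read as 600 nm absorbance after 24 h at 30C in galactose medium (starting OD 0.005). Controls CP55940 and DMSO.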
EPAC2 agonist: EPAC2 (human) agonism. EPAC2 activation, biochemical qHTS; response scale: 100% = 6.5 mM cAMP response. AID 720711. 360,000 compounds, 0.079% hits. Potency, µM (series often up to 154 µM), for inactives: at the highest dose activation, actives largely listed as activators; further: potency means the concentration at half of the fitted maximal effect; nearly all actives have a fitted effect of over 50% in size
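Guanine nucleotide exchange by EPAC2 is measured as reduced fluorescence of BODIPY-GDP once it is released from 250 nM Rap1B. Plates are read kinetically for 30 min at room temperature; results are scaled to 6.5 mM cAMP.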
Abeta yeast res: compounds reversing amyloid beta toxicity in yeast. yeast expressing A-beta42, growth rescue, OD600, 48 h; response scale: 0% DMSO, 100% iron-clioquinol control. Potency, µM (highest dose often 46.1 µM), for the others: at the top dose growth rescue, hits mostly activators. 410,000 compounds, 0.063% hits. AID 1347071; further: potency means the concentration at half of the fitted maximal effect; nearly all actives have a fitted effect of over 55% in size
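Yeast A-beta toxicity model in growth medium with pinned compounds, 48 h at 30 C; growth read as absorbance at 600 nm. Normalized to FeCl3/clioquinol equimolar mix (positive) and DMSO (negative).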
Active calls of the source: *; ? = inconclusive; nt = not tested or not shown; & = joins results of further samples; [ ] = another dose, or the depositor's remark. Unless noted, the call rests on the fitted dose curve; in most records, active means well fitted curve in the direction sought with a large enough effect; inconclusive means small, poorly fitted or top-dose-only effect, or another doubt; inactive means no such curve, though single readings can be large; an effect the other way counts as inactive or inconclusive. Some of the compounds tested; rates above refer to the full screens.

SMILES	EPAC2 antag	aSyn yeast inh	D3 ag	TDP-43 yeast inh	DRD3 antagonist	FUS yeast rescue	EPAC2 agonist	Abeta yeast res
Cc1ccc(C)c(C(C)NC(=O)c2ccc(Br)o2)c1 (stereo unspecified)	-23%	-10%	13	-2%[9.22 µM]	-8	8%	8%	-14%
COCCN(CC(=O)Nc1cccc(C)c1C)C(=O)c1cc(-c2cccs2)nn1-c1ccccc1	-10%	5%	-3	4%	-1	?	17%	-13%
O=C(NNC1CC(=O)N(c2cccc(Cl)c2)C1=O)c1cccnc1 (stereo unspecified)	-4%	1%	2	-3%	2	nt	4%	2%
COc1cc(C(=O)Nc2ccc(S(=O)(=O)N(C)c3ccccc3)cc2)cc(OC)c1OC	-1%	2%	5	18%	1	nt	14%	-12%
Cc1ccc(S(=O)(=O)CC(=O)N2CCOCC2)cc1	3%	4%	7	9%[9.22 µM]	-7	-4%	-1%	-5%
O=C(COC(=O)/C=C/C(=O)OCC(=O)NC12CC3CC(CC(C3)C1)C2)NC12CC3CC(CC(C3)C1)C2	-3%	-3%	-22	1%	-59*	10%	0%	-8%
COCCNC(=O)CS(=O)(=O)Cc1nc(-c2ccc(C)cc2)oc1C	10%	-4%	4	5%	4	-19%	11%	7%
CSCCC(Nc1ncnc2ccc(Br)cc12)C(=O)O (stereo unspecified)	3%	-1%	4	-19%	9	2%	6%	-2%
O=C(N/N=C\c1c(O)ccc2ccccc12)c1cncc(Br)c1	30%	20µM*	30	19%	8	27%	?	?
CC(C)N(Cc1ccccc1)C(=O)Cn1ncc2c3ccccc3n(Cc3ccccc3)c2c1=O	nt	nt	0	18%	nt	13%	nt	-1%
COc1ccccc1CNS(=O)(=O)c1c(C(=O)N2CCCCCC2)c(C)n(C)c1C	8%	1%	1	-2%	4	-6%	0%	0%
Cc1cc(C)nc(N(C#N)Cc2cccc([N+](=O)[O-])c2)n1	-8%	-5%	2	0%	6	-31%	7%	0%
CCCSc1nc2ccccc2n1CC(=O)O	28%	2%	4	-19%[9.22 µM]	1	11%	-1%	-7%
O=C(CC1Nc2cccc3cccc(c23)NC1=O)Nc1ccccc1 (stereo unspecified)	-1%	1%	-20	-16%	-16	29%	1%	10%
CCOc1ccc(Nc2nc(CC(=O)OC)cc(=O)[nH]2)cc1	-1%	-2%	2	2%	20	1%	2%	3%
CCOC(=O)c1cc(-c2ccccc2)n(-c2cccc(C(=O)Nc3ccc(OCC)cc3)c2)c1C	nt	nt	-9	-6%	nt	?	nt	-31%
Cc1ccc(C)c(NC(=O)c2sc(Cl)nc2-c2ccccc2)c1	0%	-14%	6	2%	-10	-7%	13%	-34%[inhibitor]
Cc1ccc(CNC(=O)C2CCCN(c3nc(C)cc(C)n3)C2)cc1 (stereo unspecified)	5%	-5%	0	15%	-12	-21%	5%	-13%
CC(C)NCCCOc1ccc(Cl)cc1Br	-2%	-1%	3	-11%	-73*	6%	-6%	9%
Cc1cnc(C(=O)OCC(=O)c2ccc(F)cc2)cn1	-3%	-1%	3	-16%	8	27%	4%	1%
Oc1ccccc1C1=NOC(O)(C(F)F)C1 (stereo unspecified)	0%	-2%	-3	18%	-66*	5%	1%	10%
Cc1cccc(C)c1NC(=O)CSCc1cnn(-c2ccccc2)c1-n1cccc1	nt	nt	3	25µM*	nt	27%	nt	5%
O=C(Cn1cnc2c(NCc3ccccc3)ncnc21)NCc1ccccc1	-4%	7%	-10	10%	-21	-21%	2%	9%
Cc1ccc(CCNC(=O)c2ccc(CS(=O)(=O)Cc3ccc(Cl)cc3)o2)cc1	nt	nt	0	?	nt	-16%	nt	1%
COc1cc(/C=N/NC(=O)Cc2ccccc2)ccc1Oc1ccc([N+](=O)[O-])cc1[N+](=O)[O-]	-3%	-1%	-11	-1%	-24	-10%	10%	9%
Oc1cccc2cc3cccc(O)c3c(O)c12	3%	1%	17	0%	-7	-26%	2%	-13%
COc1ccc(CCNC(=O)Cn2ncc3c(=O)oc4ccccc4c32)c(OC)c1	nt	nt	-1	6%	nt	-10%	nt	4%
CCN1C(=O)c2ccccc2S(=O)c2ccc(C(=O)N3CCN(c4ccccc4)CC3)cc21 (stereo unspecified)	nt	nt	6	5%	nt	16%	nt	9%
CCCCN(CC)CCCNC(=O)c1nn(C)c2c1CSc1ccccc1-2	nt	nt	4	11%	nt	-8%	nt	5%
CCCOc1ccc(CN2C(=O)C(=O)c3cccc(C)c32)cc1	nt	nt	-18	-91%[inhibitor]	nt	37%	nt	-70%[inhibitor]
COC1(C(F)(F)F)NC(=O)N(c2ccc(F)cc2)C1=O (stereo unspecified)	nt	nt	6	0%	nt	13%	nt	9%
CCCc1nc2cc(Cl)c([N+](=O)[O-])cc2o1	3%	-1%	12	nt	51	8%	0%	11%
N#Cc1ccccc1OCC(=O)Nc1cccc(S(=O)(=O)N2CCCCCC2)c1	3%	5%	2	?	-6	nt	4%	-7%
COc1ccc(C(=O)N2CCC(O)(c3ccc(F)cc3)CC2)cc1OC	-3%	1%	-1	-1%	4	11%	4%	8%
CCN(CC)C(=O)Cn1cc(S(=O)(=O)CC(=O)Nc2ccc(F)cc2F)c2ccccc21	-3%	-2%	-14	-9%	17	nt	18%	-4%
O=C(COc1ccccc1)N(Cc1cc2ccccc2[nH]c1=O)CC1CCCO1 (stereo unspecified)	10%	-4%	0	7%	14	?	-4%	2%
CC(=O)c1cccc(-n2c(CCC(=O)O)ccc2-c2ccccc2)c1	-2%	25%	2&7	16%&25%	15	?	10%	18%&-7%
O=C(NCc1ccc2c(c1)OCO2)C(=O)NCC1OCCCN1S(=O)(=O)c1ccc(F)cc1 (stereo unspecified)	8%	-1%	-4	4%	2	1%	7%	12%
CCCCCCCCNc1ccccc1S(=O)(=O)NCc1ccccc1	-22%	2%	4	-7%	-8	2%	-2%	9%
COc1ccc(OC)c(NS(=O)(=O)c2ccc3c(c2)C(C)(C)C(=O)N3C)c1	2%	-1%	-11&8	-13%	-19	32%&-4%	1%	-8%&5%
Cn1c(CN2CCCCC2)nc2cc(NS(=O)(=O)c3ccc(Cl)cc3)ccc21	-7%	-3%	-32	-21%	-65*	?	6%	-4%
Cc1ccccc1-c1nnc(SCC(=O)N(CC(C)C)c2c(N)n(CC(C)C)c(=O)[nH]c2=O)n1C	2%	-7%	0	0%	8	18%	-4%	3%
COc1ccc(-n2nc3c(N4CCC(C(=O)NCc5ccco5)CC4)nnc(C)c3c2C)cc1	1%	-4%	0	1%	-2	7%	3%	-44%[inhibitor]
CNC(=O)C(NC(=O)Nc1ccc(C)cc1)C(C)(C)C (stereo unspecified)	8%	-2%	1	-8%	-3	22%	0%	-8%
COc1ccccc1Nc1nc(N)nc(CN2CCN(Cc3ccc4c(c3)OCO4)CC2)n1	-9%	2%	-12	2%	-5	1%	-5%	9%
Cc1ccc2nc(CSc3nnc(Cc4cccs4)n3C3CCCCC3)cc(=O)n2c1	8%	4%	-3	4%	-6	24%	-6%	-3%
Cn1c(=O)c2c(ncn2CC(=O)OCC(=O)Nc2ccc(Cl)cc2)n(C)c1=O	6%	1%	1	-17%	1	19%	-5%	-15%
O=C(O)/C(=C\c1ccco1)NC(=O)c1ccccc1	11%	-10%	-16	-1%	-4	nt	4%	13%
CS(=O)(=O)c1ccccc1C(=O)Nc1ccccc1Cc1ccccc1	1%	-3%	-11	0%	?	11%	11%	-11%
Cc1ccc(C)c(NC(=O)CN(C)C(=O)C2CCN(S(=O)(=O)c3ccc4c(c3)OCCO4)CC2)c1	13%	0%	1	10%	25	36%	0%	-13%

Later entries.
SMILES	EPAC2 antag	aSyn yeast inh	D3 ag	TDP-43 yeast inh	DRD3 antagonist	FUS yeast rescue	EPAC2 agonist	Abeta yeast res
Cc1nc2sc3c(c2c(=O)n1NC(=O)CCl)CCCC3	-5%	1%	0	-22%[1.82 µM]	0	12%	6%	-28%
CN(CC(=O)Nc1ccc(Cl)cc1)C(=O)c1ccc(-n2cncn2)c([N+](=O)[O-])c1	9%	0%	-10	-3%	-18	3%	2%	-5%
O=C1Nc2ccccc2C(=O)N2CCCCC12 (stereo unspecified)	4%	-11%	0	-12%	-14	-2%	2%	0%
CC(=O)Oc1ccccc1C(=O)Nc1ccccc1C(=O)N1CCCCC1	15%	-1%	-6	-22%	2	nt	9%	0%
O=C(CSc1ccc(Cl)cc1)NNC(=O)c1ccncc1	13%	8%	7	20%	24	-4%	1%	2%
Cc1c(C(=O)NCc2ccco2)oc2ccc(Br)cc12	-2%	8%	-9	12%	10	20%	-1%	-19%
O=C(N/N=C/C=C\c1ccc([N+](=O)[O-])cc1)c1cccnc1	1%	0%	-5	8%	-13	-3%	5%	4%
Cc1nc2ccc([N+](=O)[O-])cc2c(=O)n1Cc1ccc(Cl)cc1	-1%	-1%	8	?	121	-1%	-6%	-4%
COc1ccccc1N1CCN(c2ccc3cc(S(=O)(=O)N4CCCCC4)ccc3n2)CC1	4%	11%	-8&-1	-4%&7%	-5	32%&1%	7%	10%&3%
CCCc1ccc(Oc2cn[nH]c2-c2ccc(O)c(C)c2O)cc1	-4%	-92%[inhibitor]	-11	-92%[inhibitor]	-11	?	11%	-89%[inhibitor]
CCOC(=O)N1CCN(CC(O)COc2ccc(C)c(C)c2)CC1 (stereo unspecified)	-3%	1%	4	2%	7	-16%	4%	4%
CC(C)c1ccc(NC(=O)C2CCN(S(=O)(=O)c3cccc4nonc34)CC2)cc1	nt	nt	-3	19%	nt	-16%	nt	-11%
Cc1ccc(-c2nc(SCC(=O)N(C)c3c(N)n(Cc4ccccc4)c(=O)[nH]c3=O)n[nH]2)cc1	1%	0%	2	0%	-6	-7%	8%	5%
COC(=O)c1oc2ccc(Br)cc2c1NC(=O)CCN1CCOCC1	-3%	-3%	-6	18%	-12	19%	11%	-4%
Cc1cc(OC(=O)N2CCCCC2)cc(C)c1Cl	0%	-12%	0	-3%	8	5%	8%	-39%[inhibitor]

Entries shown so far containing a cyano group (2):
SMILES	EPAC2 antag	aSyn yeast inh	D3 ag	TDP-43 yeast inh	DRD3 antagonist	FUS yeast rescue	EPAC2 agonist	Abeta yeast res
Cc1cc(C)nc(N(C#N)Cc2cccc([N+](=O)[O-])c2)n1	-8%	-5%	2	0%	6	-31%	7%	0%
N#Cc1ccccc1OCC(=O)Nc1cccc(S(=O)(=O)N2CCCCCC2)c1	3%	5%	2	?	-6	nt	4%	-7%
